Screens from PubChem.
M. tuberculosis HTS: M. tuberculosis growth inhibition, HTS (AID 449762) | M. tuberculosis H37Rv growth inhibition, 7H9 media; higher % means a stronger effect | 0.59% of 330,000 active | inhibition, % at 25 µM; hits with a dose series show IC50 in µM; in the data active means a potency from the dose series; inconclusive means inhibition above about 70% without an active follow-up result;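 further: bacterial growth assessed after seven days of incubation; strong numbers were not always called active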
influenza NS1A: H1N1 influenza NS1A inhibitors, functional cell based assay (AID 504329); NS1A functional cell-based assay, percent inhibition; higher % means a stronger effect; inhibition, % at 12.5 µM; hits with a dose series show IC50 in µM; 0.3% of 340,000 active; in the data active means a potency from the dose series; inconclusive means inhibition above about 27% without an active follow-up result; further: strong numbers were not always called active
inhibitors of VEEV: inhibitors of VEEV TC-83 cytopathic effect, confirmation, Vero cells (AID 588727); Vero cells, VEEV TC-83 cytopathic effect inhibition; higher % means a stronger effect; 0.13% of 350,000 active; one-dose inhibition, % at 20 µM; IC50 in µM for titrated hits; in the data active means a potency from the dose series; inconclusive means inhibition mostly from about 14% at the one dose, without a potency; inactive means the rest, 99 in 100 with inhibition below about 12%; further: strong numbers were not always called active
Salmonella PhoP GFP: PhoP regulon inhibitors, Salmonella typhi PhoP promoter GFP reporter, confirmatory (AID 1850); Salmonella Typhi PhoP-promoter GFP reporter, fluorescence, 4 h; higher % means a stronger effect; inhibition, % at 50 µM, or IC50 in µM where a hit was titrated; 0.33% of 310,000 active; in the data active means a potency from the dose series; inconclusive means inhibition mostly from about 25% at the one dose, without a potency; inactive means the rest, 99 in 100 with inhibition below about 19%;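 further: 0% = induced wells with vehicle and 100% = uninduced wells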
tuberculosis growth: growth inhibition of non-replicating M. tuberculosis (AID 488890); Mycobacterium tuberculosis non-replicating, growth inhibition; higher % means a stronger effect; inhibition, % at 25 µM; hits with a dose series show IC50 in µM; 0.39% of 320,000 active; in the data active means a potency from the dose series; inconclusive means inhibition mostly from about 82% at the one dose, without a potency; inactive means the rest, 99 in 100 with inhibition below about 76%;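 further: plate controls were DMSO cells for no effect and high antibiotic wells for full effect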
inhibitors of VEEV 10K pilot screen: recorded beside inhibitors of VEEV, whose call it bears; inhibition, %; measured here: 10K pilot screen inhibition
Active calls of the source: *; i = inactive; u = inconclusive; x = not tested or not shown; & = joins results of further samples.

SMILES | M. tuberculosis HTS | influenza NS1A | inhibitors of VEEV | Salmonella PhoP GFP | tuberculosis growth | others
CCOC(=O)C1CCCN(C(=O)c2cc3c(=O)n(C)c4ccccc4c3n2C)C1 (centres undefined) | 1% | 2% | 6.2% | -4% | -23%
COC(=O)c1ccccc1S(=O)(=O)N1CCC(C(=O)Nc2ccc(N3CCOCC3)cc2)CC1 | -9% | 7% | 1.3% | x | 13%
N#Cc1ccc(CN2CCN(C(=O)c3ccc(S(=O)(=O)N4CCCCCC4)cc3)CC2)cc1 | -1% | -3% | 6.1% | x | 22%
C=C1CCN([C@@H](C)C(=O)NCc2ccc(OC)cc2)S(=O)(=O)c2ccccc21 | 3% | -14% | 1.3% | -19% | 26%
O=C(/C=C/c1ccc(Cl)c(Cl)c1)N1CCc2ccccc21 | -1% | -5% | 0.9% | 2% | -3%
O=S(=O)(NC1CCCCC1N1CCC(O)CC1)c1ccccc1 (centres undefined) | 12% | -23% | i | -9% | -15%
COc1ccc(NC(=O)c2ccc3c(c2)N(C)CCS3)cc1 | -2% | -7% | 0.8% | 3% | 7% | inhibitors of VEEV 10K pilot screen=2.5
COC(=O)c1sccc1N/N=C/c1cccc(OC)c1O | -3% | -14% | 1.0% | 2% | 3%
COc1ccc(NC(=O)C(CCSC)N2C(=O)c3ccccc3C2=O)cc1 (centres undefined) | 12% | -12% | 3.8% | 7% | 1%
COc1ccc(-c2csc3nc(-c4cccnc4)nc(Cl)c23)cc1OC | 1% | 2% | 1.3% | -5% | 27%
Cc1oc(-c2ccccc2F)nc1CS(=O)(=O)CC(=O)NC(C)CCc1ccccc1 (centres undefined) | 3% | 7% | 1.3% | -10% | 14%
C=CC[C@@H]1C=C(C)C[C@H](C)C[C@H](OC)[C@H]2O[C@@](O)(C(=O)C(=O)N3CCCC[C@H]3C(=O)O[C@H](/C(C)=C/[C@@H]3CC[C@@H](O)[C@H](OC)C3)[C@H](C)[C@@H](O)CC1=O)[C@H](C)C[C@@H]2OC | u | x | x | 1% | 29%
CCOc1ccccc1NC(=O)C(OC(=O)C1CC1)c1ccccc1 (centres undefined) | -2% | 9% | 0.3% | 1% | 10%
CCOC(=O)c1nn(-c2ccc(C)cc2)cc1O | 26% | 0% | 0.1% | -1% | 6%
CC1(C)CC(=O)c2c(nn(-c3ccccc3)c2-c2ccncc2)C1 | -16% | 3% | 1.8% | -3% | -7%
O=C(Nc1ccccc1N1CCOCC1)c1cc(-c2ccncc2)nc2ccccc12 | 3% | 0% | 4.7% | -4% | 46%
CCOC(=O)c1sc(NC(=O)CSc2nccc(C)n2)nc1C | 19% | -11% | 1.5% | -14% | 20%
O=C(COC(=O)/C=C/c1nc2ccccc2s1)Nc1cccc(Cl)c1Cl | 41% | -9% | 1.4% | -8% | 56%
CNC(=O)c1ccsc1NC(=O)CCS(=O)(=O)c1ccccc1 | 2% | -9% | 1.6% | -9% | 12%
Cc1ccc(NC(=O)C(CC(C)C)NC(N)=O)cc1Cl (centres undefined) | -4% | -6% | 1.1% | -8% | 17%
Cc1c(OCC(F)(F)F)ccnc1CS(=O)c1nc2ccccc2[nH]1 (centres undefined) | 68% | 3% | 0.8% | -5%&-9% | u
CC(=O)c1c(C)[nH]c(C(=O)Nc2cc(C)ccc2C)c1C | -8% | 3% | 0.2% | -4% | 5%
O=C(Nc1ccc2c(c1)OCO2)C1CCN(C(=O)CSc2ncnc3ccccc23)CC1 | 2% | 5% | i | -6% | -2%
CC1CCCN(C(=O)c2ccc3c(c2)OCCO3)C1 (centres undefined) | -3% | -22% | i | x | 3%
O=C1CCC(=O)N1c1ccc(-c2nc3sc4c(c3c(=O)o2)CCC4)cc1 | u | 0% | 1.5% | -3% | u
Cc1ccc(C)c(S(=O)(=O)N/N=C2/CCCc3ccccc32)c1 | 3% | 7% | 0.5% | 0% | 9%
C=CCn1c(COc2ccccc2OC)nc2ccccc21 | 5% | 0% | i | -10% | -2%
CC1CCN(c2c(NCc3ccc(C(=O)NCc4ccccc4)cc3)c(=O)c2=O)CC1 | -10% | -3% | i | -5% | -2%
COC(=O)Cn1cnc2c(C#N)c3n(c2c1=O)CCCCC3 | 1% | -1% | 2.7% | -14% | 6%
O=C(OC1CCCCC1=O)c1cccc(S(=O)(=O)N2CCOCC2)c1 (centres undefined) | -3% | -8% | 0.8% | -8% | -5%
CCN1CC(CN(C)Cc2cn(-c3ccc(C)cc3)nc2-c2ccc(F)cc2)CC1=O (centres undefined) | 4% | -1% | 4.2% | 6% | 66%
Cc1ccc(S(=O)(=O)N2CCCOC2CNC(=O)C(=O)NCc2ccncc2)cc1 (centres undefined) | -3% | -6% | 0.6% | -2% | 1%
COc1cc(-c2nc(Cc3ccccc3Cl)no2)cc(OC)c1OC | 2% | 20% | i | 2% | 22%
Cc1ccc(/C=N/NC(=O)c2ccc(N(C)S(=O)(=O)c3ccccc3)cc2)cc1 | 7% | -5% | 1.0% | -6% | 12%
COC(=O)c1cc(S(=O)(=O)NCC2CCN(Cc3ccc(C)cc3)CC2)c[nH]1 | 7% | 0% | 0.1% | 3% | 4%
C=CCn1c(SCC(=O)NC(=O)NCCC)nnc1C1CCCCC1 | -5% | -3% | 0.8% | 5% | -2%
CN(c1ccccc1)S(=O)(=O)c1cccc(NC(=O)CN2CCCc3ccccc32)c1 | 5% | 24% | 0.0% | 4% | 18%
COCCSc1ccccc1C(=O)Nc1nnc(COC)s1 | 16% | -9% | 2.7% | 2% | 31%
COc1cc(CNc2ccc3[nH]c(=O)[nH]c3c2)ccc1OCc1ccc(F)cc1Cl | 10% | -2% | 0.4% | 2% | -5%
COc1ccc(-n2c(CCC(=O)O)ccc2-c2ccc(F)cc2)c(OC)c1 | 2% | -10% | 0.1% | 1% | -11%
O=P1(NC2CCCC2)OCC2(CO1)COP(=O)(NC1CCCC1)OC2 (centres undefined) | x | 3% | 0.9% | x | x
CC(C)(C)OC(=O)[C@H](Cc1ccccc1)NC(=O)c1[nH]cnc1C(=O)Nc1ccc(Cl)cc1 | 32% | -4% | i | -4% | 11%
O=C(Nc1ccc(F)cc1)C1CC(=O)n2c(nc3ccccc32)N1 (centres undefined) | 1% | 0% | 0.9% | -5% | 20%
Cn1c(SCC(=O)NNC(=O)Nc2ccc(Cl)cc2)nnc1-c1ccccc1 | 3% | x | x | 6% | -12%
COCCN(C(=O)c1cccc(N2C(=O)CCC2=O)c1)c1nc(-c2ccc([N+](=O)[O-])cc2)cs1 | 31% | -2% | 8.1% | 6% | -12%

The list goes on (4 carried over from the part before).
SMILES | M. tuberculosis HTS | influenza NS1A | inhibitors of VEEV | Salmonella PhoP GFP | tuberculosis growth | others
CC(C)(C)OC(=O)[C@H](Cc1ccccc1)NC(=O)c1[nH]cnc1C(=O)Nc1ccc(Cl)cc1 | 32% | -4% | i | -4% | 11%
O=C(Nc1ccc(F)cc1)C1CC(=O)n2c(nc3ccccc32)N1 (centres undefined) | 1% | 0% | 0.9% | -5% | 20%
Cn1c(SCC(=O)NNC(=O)Nc2ccc(Cl)cc2)nnc1-c1ccccc1 | 3% | x | x | 6% | -12%
COCCN(C(=O)c1cccc(N2C(=O)CCC2=O)c1)c1nc(-c2ccc([N+](=O)[O-])cc2)cs1 | 31% | -2% | 8.1% | 6% | -12%
Cc1ccc(-c2nc(C(=O)NCCCN(C)C)cc3c2[nH]c2ccccc23)cc1 | 50% | -4% | i | 52% | 59%
CCN(C(=O)COC(=O)Cc1ccc(F)cc1)c1c(N)n(Cc2ccccc2)c(=O)[nH]c1=O | -7% | -16% | 1.5% | x | -2%
O=C(C1CCN(S(=O)(=O)c2ccc(Cl)cc2)CC1)N1CCCCCCC1 | -7% | 2% | 4.2% | 1% | 10%
c1ccc(CCCNc2ncccn2)cc1 | -3% | 3% | 3.7% | 3% | 23%
O=C(NCC1(N2CCOCC2)CCCCC1)c1cccc(S(=O)(=O)N2CCc3ccccc3C2)c1 | 4% | 5% | 5.7% | 16% | 28%
O=C(N(Cc1ccccc1)c1ccccn1)C12CC3CC(CC(C3)C1)C2 | 5% | 1% | i | -5% | 17%
Cc1cc(C)n(-c2ccc(F)cc2CN2CCN(Cc3ccccc3)C(CCO)C2)n1 (centres undefined) | 5% | -6% | i | 9% | 3%
CN(Cc1ccccc1)C(=O)COC(=O)COc1ccc(C#N)cc1 | -3% | -9% | 0.5% | -2% | 55%
COC(=O)c1cc(S(=O)(=O)NCC2CCN(CCc3cccs3)CC2)cn1C | -4% | -11% | i | 5% | 10%
COCCn1c(C)cc(C(=O)COC(=O)CCS(=O)(=O)c2ccc(C)cc2)c1C | -3% | -2% | 2.7% | 4% | 7%
CCCc1cc(=O)oc2cc(OCC(=O)NCCCN3CCOCC3)c(Cl)cc12 | 8% | 6% | 0.8% | 5% | 16%
CC(=O)N1c2ccc(S(=O)(=O)NCC3CCC(C(=O)Nc4ncccc4C)CC3)cc2CC1C (centres undefined) | 1% | 2% | 1.9% | 7% | 9%
Cc1ccc(-c2nc3ccccc3o2)cc1NC(=O)Cc1cccs1 | -8% | -18% | 1.9% | -9% | -1%
N#C/C(=C/c1ccc(O)c(O)c1)c1nc2ccccc2[nH]1 | 8% | -13% | 10% | 10% | 6%
Cc1ccc(-n2nnnc2-c2cnn(-c3cccc(F)c3)c2C(F)(F)F)cc1 | -4% | 0% | 1.8% | 3% | -2%
CCn1c(SCC(N)=O)nc2cc(S(=O)(=O)N3CCOCC3)ccc21 | 7% | -4% | i | 14% | -10%
CN(CCOc1ccccc1)C(=O)CCc1nc2sc3c(c2c(=O)[nH]1)CCCC3 | 29% | -7% | 4.5% | -9% | 11%
COc1cccc(NC(=S)Nc2ccc(F)cc2)c1 | 3% | 20% | 1.0% | 4% | 34%
Cc1ccc(CNC(=O)CCn2cc(-c3ccc(C)cc3)nc2-c2ccncc2)cc1 | 3% | 1% | i | -33% | 44%
CC(C)CSc1ncnc2c1oc1nc3c(cc12)COC(C)(C)C3 | 10% | -2% | 0.8% | -10% | 2%
Cc1cc(-c2cc(C(=O)NC3CCCC3)on2)nc(NC2CCCC2)n1 | 5% | -3% | i | -9% | -4%
O=C(NC(=S)N1CCOCC1)C12CC3CCC(CC(C3)C1)C2 | -1% | 0% | 0.1% | 0% | 6%
COc1ccc(OC)c(C2C(C#N)=C(N)Oc3c2c(C)nn3-c2cccc(Cl)c2)c1 (centres undefined) | -4% | -3% | 2.3% | -5% | 0%
CC1CCC/C(=N/Nc2ccc([N+](=O)[O-])cc2[N+](=O)[O-])C1 (centres undefined) | 5% | 11% | 0.6% | -4% | 11%
CCCc1nc2cc(CC(=O)OC)ccc2o1 | 5% | -2% | 1.4% | -8% | 17%
COC(=O)c1oc2ccccc2c1NC(=O)/C=C/C(=O)O | 2% | 0% | 0.8% | -1% | -1%

Reprinted from the entries so far (6 entries):
SMILES | M. tuberculosis HTS | influenza NS1A | inhibitors of VEEV | Salmonella PhoP GFP | tuberculosis growth | others
Cc1cc(-c2cc(C(=O)NC3CCCC3)on2)nc(NC2CCCC2)n1 | 5% | -3% | i | -9% | -4%
O=C(NC(=S)N1CCOCC1)C12CC3CCC(CC(C3)C1)C2 | -1% | 0% | 0.1% | 0% | 6%
COc1ccc(OC)c(C2C(C#N)=C(N)Oc3c2c(C)nn3-c2cccc(Cl)c2)c1 (centres undefined) | -4% | -3% | 2.3% | -5% | 0%
CC1CCC/C(=N/Nc2ccc([N+](=O)[O-])cc2[N+](=O)[O-])C1 (centres undefined) | 5% | 11% | 0.6% | -4% | 11%
CCCc1nc2cc(CC(=O)OC)ccc2o1 | 5% | -2% | 1.4% | -8% | 17%
COC(=O)c1oc2ccccc2c1NC(=O)/C=C/C(=O)O | 2% | 0% | 0.8% | -1% | -1%
